# uPA generation: cell surface uPA generation inhibition. cell surface uPA generation assay, qHTS. Potency, µM (highest dose often 38.3 µM), for inactives: at the highest dose activity change, negative = inhibition, actives largely listed as inhibitors. actives 0.31% (n = 330,000); active = well fitted inhibition curve with a large enough effect; inconclusive = small, poorly fitted or top-dose-only effect; inactive = no such curve, though single readings can be large or run the other way; tested in mouse RAW 264.7 cells; note: potency is the fitted concentration of half-maximal effect; % is set by controls: 0 for no effect and ±100 for the full control effect; nearly all actives have a fitted effect of over 55% in size
# p53 reactivator: re-activators of mutant p53. H1299 p53-A138V BP100-luciferase reporter, luminescence, 24 h. Potency, µM (top dose mostly 92.2 µM), for the others: top-dose activity change, positive = activation, usual class: activators. actives 0.063% (n = 320,000); note: potency is the fitted concentration of half-maximal effect; % of control where 0% means no effect; nearly all actives have a fitted effect of over 45% in size
#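 H1299 (p53-null), stable ts p53-A138V + BP100-Luc; 1000 cells/well, Opti-MEM/10% FBS; cpd 4 pt, 1:5; 24 h, 37 deg C, 5% CO2; detection reagent 10 min RT; luminescence.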
# Eya2 inh: inhibitors of human Eya2 phosphatase activity; O00167; recombinant Eya2, OMFP fluorescence dephosphorylation (OMFP is methylfluorescein phosphate); Potency, µM (highest dose often 76.9 µM), without a hit: at the highest dose activity, negative = inhibition, usual class: inhibitors; actives 0.006% (n = 330,000); AID 488837; note: potency is the fitted concentration of half-maximal effect; % is set by controls: 0 for no effect and ±100 for the full control effect
#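 Eya2 protein (added as 0.2 uM solution) was preincubated with compound for 10 min at ambient temperature in 50 mM HEPES pH 7.5, 50 mM NaCl, 5 uM MgCl2, 0.05% BSA, 1 mM DTT. OMFP (added at 50 uM) then reacted 10 min; fluorescence read at 485/525 nm.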
# BRCA1 expr up: increases BRCA1 expression. MCF7-BRCA1-FFLuc reporter, luminescence, 48 h; response scale: scaled: vehicle 0%, 10 µM genistein 100%. Potency, µM (top dose mostly 46.1 µM), inactives show at the highest dose activation, hits mostly activators. actives 1.1% (n = 380,000); note: potency is the fitted concentration of half-maximal effect; nearly all actives have a fitted effect of over 80% in size; some results filed as inactive show a strong effect at the top dose
#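 Reporter cells (MCF7, BRCA1 promoter-firefly luciferase) received library compounds across a concentration series for 48 h. End-point luminescence was measured and concentration-effect curves derived after normalization.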
# USP2a inh: USP2a (human) protease inhibition. AID 463254. USP2 core, Ub-CHOP2 coupled fluorogenic reporter, 485/531. Potency, µM (titrated, usually from 38.3 µM), for inactives: at the top dose activity change, negative = inhibition, actives largely listed as inhibitors. O75604. actives 0.01% (n = 330,000);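 note: potency is the fitted concentration of half-maximal effect; plate controls were DMSO wells for no effect and full inhibition by NEM control for full effect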
#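 USP2 core (10nM final) preincubated 30min RT with compound in 20mM Tris-HCl pH 8.0, 2mM CaCl2, 2mM beta-mercaptoethanol, 0.05% CHAPS; 25nM Ub-CHOP2 plus 25nM reporter substrate added, fluorescence (Ex485/Em531) read after 60min.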
# TRPV1 agonist: agonists of human vanilloid receptor 1 (TRPV1); TRPV1-expressing cells, Fluo-8 calcium influx, agonist mode; actives 0.19% (n = 320,000); activation, % at 8.33 µM; AID 540275; Q8NER1; in the data active = activation above about 80%; inconclusive = between about 30% and that limit; note: 0% is about no effect
# Target sequence (Q8NER1 whole entry, looked up): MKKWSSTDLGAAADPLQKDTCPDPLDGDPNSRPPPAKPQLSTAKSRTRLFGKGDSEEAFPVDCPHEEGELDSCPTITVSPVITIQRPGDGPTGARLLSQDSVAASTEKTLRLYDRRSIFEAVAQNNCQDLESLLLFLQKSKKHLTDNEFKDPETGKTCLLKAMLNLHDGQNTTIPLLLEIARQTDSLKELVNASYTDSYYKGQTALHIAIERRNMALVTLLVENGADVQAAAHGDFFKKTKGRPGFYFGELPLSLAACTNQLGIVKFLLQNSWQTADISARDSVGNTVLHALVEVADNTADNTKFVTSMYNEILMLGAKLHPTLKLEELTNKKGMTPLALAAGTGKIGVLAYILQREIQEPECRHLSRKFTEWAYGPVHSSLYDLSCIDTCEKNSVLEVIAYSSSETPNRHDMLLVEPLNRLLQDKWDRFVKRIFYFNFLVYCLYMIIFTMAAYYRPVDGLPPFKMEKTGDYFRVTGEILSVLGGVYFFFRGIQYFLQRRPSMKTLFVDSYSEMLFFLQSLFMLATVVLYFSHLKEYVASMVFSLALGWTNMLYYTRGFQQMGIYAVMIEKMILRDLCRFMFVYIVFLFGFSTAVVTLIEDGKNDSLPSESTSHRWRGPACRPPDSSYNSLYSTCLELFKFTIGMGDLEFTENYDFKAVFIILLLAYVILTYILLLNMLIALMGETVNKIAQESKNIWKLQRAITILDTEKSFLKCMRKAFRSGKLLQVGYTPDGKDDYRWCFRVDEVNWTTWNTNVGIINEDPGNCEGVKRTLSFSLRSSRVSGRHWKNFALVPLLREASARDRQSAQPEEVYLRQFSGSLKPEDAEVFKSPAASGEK
#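 Fluo-8 calcium influx in TRPV1-expressing cells, kinetic read (ex 480/em 520 nm). Compound added and read 3 min for agonist activity, followed by capsaicin at EC20 final and 2 min further read for enhancement.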
# B2AR arrestin: recruits beta-arrestin to the human beta2-adrenergic receptor | beta-arrestin recruitment to beta2AR, cell-based reporter | P07550 | AID 492947 | Potency, µM (highest dose often 46.1 µM), for the others: top-dose activation, most hits filed as activators | actives 0.02% (n = 330,000);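 note: potency is the fitted concentration of half-maximal effect; 0% = DMSO controls and full agonism = EC100 isoproterenol or metaproterenol; nearly all actives have a fitted effect of over 65% in size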
# ASM inhibitor: blocks human secretory acid sphingomyelinase; P17405; Potency, µM (series often up to 57.5 µM), without a hit: at the top dose activity change, negative = inhibition, usual class: inhibitors; placental ASM, HMU-PC fluorogenic substrate, 60 min; actives 0.006% (n = 340,000); note: potency is the fitted concentration of half-maximal effect
#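 Fluorescence read-out (Ex 386 nm, Em 447 nm) after stopping the reaction at pH 10. Enzyme: ASM from human placenta; substrate HMU-PC0, 9 uM final; 60 min, 37 °C. Compound preincubation 10 min, ambient temperature.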
# Integrin act MD: activators of alpha7 integrin expression for muscular dystrophy. alpha7betagal myoblasts, beta-gal FDG fluorescence, 48 h. Potency, µM (titrated, usually from 38.3 µM), for inactives: at the top dose activation, hits mostly activators. actives 0.064% (n = 350,000);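 note: potency is the fitted concentration of half-maximal effect; 100% = response of the positive control SU9516; nearly all actives have a fitted effect of over 60% in size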
#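 alpha7betagal+/- myoblasts (passage 13, 250/well) treated 48 h at 37C with compounds at 1:260 dilution of DMSO stock. Lysed, then beta-galactosidase activity read as FDG fluorescence (ex 480/em 540) after 30 min, with pre-read for autofluorescence.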
# ELG1 genotox: inducers of genotoxicity in HEK293T ELG1-luciferase cells; AID 504466; HEK293T ELG1-luciferase reporter, luminescence, 16 h; actives 1.3% (n = 330,000); Potency, µM (series often up to 46 µM), without a hit: top-dose activity change, positive = activation, hits mostly activators; note: potency is the fitted concentration of half-maximal effect; % of control where 0% means no effect; nearly all actives have a fitted effect of over 60% in size
#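 Screening used a luciferase reporter fused to human ELG1 in HEK293T cells. Luminescence was read on a CCD plate imager after 16 hr exposure and 30 min ONE-Glo incubation.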
# PTAP TSG101 blk: blocks PTAP/TSG101 interaction to inhibit HIV-1 budding; Q99816; Fluorescence polarization, FITC-PTAP peptide / Tsg101 binding; Potency, µM (highest dose often 115 µM), for inactives: top-dose activity change, negative = inhibition, hits mostly inhibitors; 340,000 tested, under 10 active; active = well fitted inhibition curve with a large enough effect in the main read-out, with a control signal flat, not every such curve was filed as active; inconclusive = small, poorly fitted or top-dose-only effect, or effect the other way, or a change in a side signal; inactive = no such curve, though single readings can be large or run the other way; note: potency is the fitted concentration of half-maximal effect; % of control where 0% means no effect
#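 Fluorescence polarization binding of Tsg101 binding domain (10 uM final) to FITC-labeled PTAP peptide (50 nM final) in HEPES pH 7.5 buffer with NaCl, Tween 20, EDTA, TCEP. Compounds added before peptide; binding 20 min at RT.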
# Starred values were filed as active, the others as inactive; ? = inconclusive; nt = no result given; [ ] = remark or other dose. Unless noted, calls come from the whole dose curve; as a rule, active = well fitted curve in the direction sought with a large enough effect; inconclusive = small, poorly fitted or top-dose-only effect, or another doubt; inactive = no such curve, though single readings can be large; an effect the other way counts as inactive or inconclusive.
SMILES,uPA generation,p53 reactivator,Eya2 inh,BRCA1 expr up,USP2a inh,TRPV1 agonist,B2AR arrestin,ASM inhibitor,Integrin act MD,ELG1 genotox,PTAP TSG101 blk
O=C(c1cc(F)ccc1F)C1CCCN(C(=O)CCCN2CCCCC2=O)C1 (stereo unspecified),15%,1%,0%,2%,9%,-3,-0.7%,-1%,-16%,-1%,-5%
CN(C)S(=O)(=O)c1cccc(NC(=S)N/N=C/C(c2ccccc2)c2ccccc2)c1,4%,-3%,0%,-20%,-5%,0,-0.2%,-1%,-17%,-1%,19%
O=S(=O)(NC(=NC1CCCCC1)c1ccccc1)c1ccc(F)cc1,15%,-4%,-25%,-22%,-5%,-6,3.0%,1%,17%,-3%,nt
COc1ccccc1NS(=O)(=O)c1cccc(C(=O)NNC(=O)c2ccc(O)c(Cl)c2)c1,-1%,-2%,18%,-14%,2%,-3,-1.5%,0%,-7%,1%,-4%
O=C(Cc1cccs1)N1CCN(S(=O)(=O)c2ccc(F)c(F)c2)CC1,-18%,0%,9%,-7%,2%,0,0.0%,4%,0%,-1%,-2%
COc1cc(OC)cc(C(=O)Nc2cccc(NC(=O)c3ccccc3)c2)c1,-1%,-3%,2%,1%,0%,-1,-1.0%,-3%,9%,-7%,-2%
Cc1cc(OCC(=O)OCC(=O)N2CCc3ccccc32)ccc1Cl,6%,3%,-1%,-8%,1%,3,-0.1%,-11%,14%,1%,1%
O=C(O)CC(NC(=O)CCC1CCCCC1)c1cc([N+](=O)[O-])ccc1Cl (stereo unspecified),-1%,1%,15%,2%,2%,4,0.2%,0%,18%,3%,1%
OCCNCC(O)Cn1ccc2ccccc21 (stereo unspecified),3%,-1%,-12%,20%,1%,0,0.3%,2%,-31%,-1%,-5%
CCCCNc1ncnc2c1cnn2-c1ccc(C)cc1C,4%,0%,-16%,0%,-1%,29,0.1%,0%,6%,14%,0%
O=C(CCCOc1ccc(Cl)cc1Cl)n1nnc2ccccc21,-3%,15%,3%,-3%,1%,0,-0.6%,-7%,17%,1%,-3%
Oc1ccc(/C=N/Nc2ccc3ccccc3c2)c(O)c1,3%,5%,-1%,-52%,-1%,1,0.3%,20%,7%,19%,2%
c1ccc(-n2nnnc2N2CCOCC2)cc1,3%,-8%,11%,0%,3%,-5,-0.7%,0%,3%,1%,-2%
CC12CC3CC(C)(C1)CC(C(=O)NCc1ccco1)(C3)C2,1%,-1%,-13%,-2%,0%,17,0.0%,-2%,9%,-6%,1%
CC[C@H](C)[C@@H](C(=O)NCCCCCCCCCCC(=O)N1CCNCC1)n1cc(CCCCN=C(N)N)nn1,-1%,6%,4%,-1%,0%,4,0.3%,0%,5%,1%,-10%
COc1ccc(C2c3ccc(O)cc3Oc3ncn(CC(C)C)c(=N)c32)cc1 (stereo unspecified),0%,-2%,?,8%,-1%,-1,-0.2%,-1%,-23%,-2%,-6%
COc1ccccc1NC(=O)c1ccc(S(=O)(=O)N2CCCC(C)C2)cc1 (stereo unspecified),6%,-1%,4%,-8%,0%,18,-0.1%,-3%,18%,-7%,0%
Nc1cc(=O)nc(SCc2ccccc2)n1Cc1ccco1,-3%,7%,-39%,4%,4%,3,0.3%,2%,11%,-7%,-2%
COCCCn1c(=O)c2ccccc2n(Cc2ccccc2C)c1=O,-4%,-15%,11%,-7%,-1%,23,0.9%,-6%,-4%,2%,-1%
CN(C)S(=O)(=O)c1cc(NC(=O)COC(=O)CC2CC3CCC2C3)ccc1Cl (stereo unspecified),6%,-1%,-7%,-3%,2%,nt,0.0%,-15%,-6%,1%,-4%
Cc1nc(N)[nH]c(=O)c1CCCNS(=O)(=O)c1ccc([N+](=O)[O-])cc1,1%,nt,nt,-8%,nt,nt,nt,2%,24%,nt,-2%
CC(C)(C)OC(=O)NC(Cc1ccccc1)C(=O)O (stereo unspecified),?,7%,4%,-10%,-1%,2,-0.9%,3%,?,1%,-3%
CC(=O)c1sc(NC(=O)CSCc2c(C)noc2C)nc1-c1ccccc1,4%,-6%,7%,1%,-1%,8,0.1%,-1%,-15%,-1%,0%
O=C(/C=C/c1ccc(N2CCOCC2)cc1)c1ccccc1,2%,28%,-1%,3.2µM*,9%,?,0.2%,31%,4%,?,18%
CC1CCC(=O)N(CCC#N)CC1 (stereo unspecified),5%,nt,11%,5%,1%,-2,-1.0%,8%,18%,2%,-1%

# Profiles, looked up by structure:
# `CC12CC3CC(C)(C1)CC(C(=O)NCc1ccco1)(C3)C2` across the screens: uPA generation = 1%; p53 reactivator = -1%; Eya2 inh = -13%; BRCA1 expr up = -2%; USP2a inh = 0%; TRPV1 agonist = 17; B2AR arrestin = 0.0%; ASM inhibitor = -2%; Integrin act MD = 9%; ELG1 genotox = -6%; PTAP TSG101 blk = 1%
# `O=S(=O)(NC(=NC1CCCCC1)c1ccccc1)c1ccc(F)cc1` across the screens: uPA generation = 15%; p53 reactivator = -4%; Eya2 inh = -25%; BRCA1 expr up = -22%; USP2a inh = -5%; TRPV1 agonist = -6; B2AR arrestin = 3.0%; ASM inhibitor = 1%; Integrin act MD = 17%; ELG1 genotox = -3%; PTAP TSG101 blk = nt

# Entries above that have a nitro group on carbon, in the order listed:
SMILES,uPA generation,p53 reactivator,Eya2 inh,BRCA1 expr up,USP2a inh,TRPV1 agonist,B2AR arrestin,ASM inhibitor,Integrin act MD,ELG1 genotox,PTAP TSG101 blk
O=C(O)CC(NC(=O)CCC1CCCCC1)c1cc([N+](=O)[O-])ccc1Cl (stereo unspecified),-1%,1%,15%,2%,2%,4,0.2%,0%,18%,3%,1%
Cc1nc(N)[nH]c(=O)c1CCCNS(=O)(=O)c1ccc([N+](=O)[O-])cc1,1%,nt,nt,-8%,nt,nt,nt,2%,24%,nt,-2%

# The results go on:
SMILES,uPA generation,p53 reactivator,Eya2 inh,BRCA1 expr up,USP2a inh,TRPV1 agonist,B2AR arrestin,ASM inhibitor,Integrin act MD,ELG1 genotox,PTAP TSG101 blk
CCCCC1(Cc2cccc([N+](=O)[O-])c2)C(=O)N(c2ccccc2)N(c2ccccc2)C1=O,0%,2%,-28%,-36%,2%,26,0.0%,-1%,7%,?,-4%
O=[N+]([O-])c1ccccc1Nc1nc(-c2cccnc2)cs1,?,nt,-3%,58%,-1%,1,-0.7%,-9%,?,?,-1%
COCCCNC(NC(=O)c1ccc(C)cc1)C(Cl)(Cl)Cl (stereo unspecified),-4%,-5%,-2%,-32%,5%,3,0.0%,3%,-21%,-4%,0%
O=C(/C=C/c1ccccc1)NC(=S)N1CCSCC1,-2%,-1%,-2%,17%,1%,11,-0.8%,-5%,4%,1%,2%
CSc1ncc(C(=O)Nc2ccc(Br)cn2)c(C)n1,?,26%,10%,29%,1%,16,0.4%,3%,?,6%,-14%
COc1ccc2cc(CN(CC3CCCO3)C(=S)Nc3ccccc3)c(=O)[nH]c2c1 (stereo unspecified),nt,-2%,-17%,-80%,1%,12,-0.6%,-3%,29%,-9%,-3%
CCOC(=O)Cc1csc(NC(=O)COC(=O)/C=C/c2ccc(OC)cc2)n1,?,-4%,-6%,1%,8%,nt,0.2%,-4%,-3%,-2%,-5%
O=C(NC(=S)Nc1ccc2c(c1)OCCO2)c1cccc2ccccc12,-36%,?,0%,?,3%,-3,2.8%,9%,0%,16%,-9%
Cc1nc(NCCN2CCOCC2)c2nnn(Cc3ccccc3Cl)c2n1,nt,-4%,-6%,-11%,-1%,0,0.0%,-1%,-21%[7.66 µM],6%,-6%
Cc1ccc(OCC(=O)N/N=C/c2ccncc2)cc1,4%,0%,-22%,-5%,3%,nt,0.0%,0%,6%,-1%,2%
COc1ccc(CCNS(=O)(=O)c2cnc(Cl)c(Br)c2)cc1OC,-26%,-1%,7%,-37%,2%,?,-0.2%,2%,-11%,-1%,1%
COC(=O)c1ccc(N2C(=O)C3CC(C)=C(C)CC3C2=O)cc1 (stereo unspecified),3%,3%,9%,1%,2%,3,-0.2%,10%,3%,4%,-1%
CC(C)Cc1nn2c(=O)cc(CSCC(=O)Nc3ccccc3F)nc2s1,2%,6%,-2%,0%,7%,-1,-0.1%,4%,22%,3%,-4%

# Compound activity (PubChem BioAssay)
